KCNQ2 block: KCNQ2 channel blockers in CHO-K1 cells – cell-based, FluxOR thallium flux, B-score, primary screen (AID 2156) | 20 min; stronger effect = lower value | B-score at 10 µM | 310,000 tested, 1.1% active;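 active means fluorescence ratio B-score at most minus 3 library SDs, with starting brightness B-score within 2 library SDs, cut at about -5.5 in these data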
Kir21 inh: Kir2.1 (mouse) channel inhibition | P35561 | HEK293-Kir2.1, FluxOR thallium flux fluorescence; stronger effect = lower value | B-score at 10 µM | 310,000 tested, 0.85% active;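 active means fluorescence ratio B-score at or below minus 3 SD of library scores, with starting-brightness B-score within 2 SD, cut at about -4.2 in these data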;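 further: channel flux triggered by added potassium and thallium sulfate stimulus; B-score of peak minus minimum fluorescence over baseline after thallium stimulus; more negative B-score means stronger Kir2.1 block with less thallium influx; some compounds called inactive have numbers as strong as hits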
Target sequence (P35561 whole entry, looked up): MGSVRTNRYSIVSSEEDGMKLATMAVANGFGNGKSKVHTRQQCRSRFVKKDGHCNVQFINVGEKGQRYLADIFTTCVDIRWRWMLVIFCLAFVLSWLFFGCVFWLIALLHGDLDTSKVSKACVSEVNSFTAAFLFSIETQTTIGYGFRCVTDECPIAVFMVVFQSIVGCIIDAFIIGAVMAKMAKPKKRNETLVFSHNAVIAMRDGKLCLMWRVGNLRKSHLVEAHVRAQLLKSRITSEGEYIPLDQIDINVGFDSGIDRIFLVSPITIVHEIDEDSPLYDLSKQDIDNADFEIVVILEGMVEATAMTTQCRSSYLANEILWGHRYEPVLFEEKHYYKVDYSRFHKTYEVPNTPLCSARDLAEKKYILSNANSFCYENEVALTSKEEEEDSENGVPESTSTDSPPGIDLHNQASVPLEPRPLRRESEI
Starred values were filed as active, the others as inactive.

For COC(=O)C1=C(C)N=C2SCCC(=O)N2C1c1ccc(C(=O)OC)cc1 (stereo unspecified) the results were KCNQ2 block inactive and Kir21 inh 0.87.
For CC1CC(C)CN(C(=O)c2ccc(NS(=O)(=O)c3ccc4[nH]c(=O)[nH]c4c3)cc2)C1 (stereo unspecified) the results were KCNQ2 block inactive and Kir21 inh 0.45.
`CCN(Cc1ccccc1)C(=O)CSc1nc(C)cc(=O)[nH]1` gave KCNQ2 block inactive and Kir21 inh -0.66.
Screening Cc1ccc(S(=O)(=O)N2CCC(C(=O)Nc3ccncc3)CC2)cc1 returned KCNQ2 block inactive and Kir21 inh 0.
Cc1nsc2nc3c(F)c(F)c(F)c(F)c3cc12 was read as KCNQ2 block inactive and Kir21 inh 0.99.
Screening CN(C)S(=O)(=O)c1cc(NC(=O)CN2CCN(c3ccccc3F)CC2)ccc1Cl returned KCNQ2 block inactive and Kir21 inh -0.27.
CCCCNC(=O)N1CCc2ccccc2C1 was read as KCNQ2 block inactive and Kir21 inh 0.23.
Screening CC1(NC(=O)c2cc(S(=O)(=O)N3CCCCC3)ccc2Cl)CCS(=O)(=O)C1 (stereo unspecified) returned KCNQ2 block inactive and Kir21 inh -3.2.
COc1ccc(C(=O)SC2=NCCS2)cc1 was read as KCNQ2 block inactive and Kir21 inh -0.02.
`Cc1sc2nc(COC(=O)c3cccc(OC(F)F)c3)[nH]c(=O)c2c1C` gave KCNQ2 block inactive and Kir21 inh 0.49.
CC(C)Nc1nc(NNc2nc(Cl)nc(NC(C)(C)C)n2)nc(NC(C)C)n1 was read as KCNQ2 block inactive and Kir21 inh 0.04.
`COC(=O)c1cc2sc(Cl)cc2n1CC(=O)Nc1cccc(SC)c1` gave KCNQ2 block inactive and Kir21 inh 0.3.
O=C(N/N=C/c1ccc([N+](=O)[O-])cc1)c1ccccc1OCc1ccccc1 was read as KCNQ2 block inactive and Kir21 inh -0.15.
O=C(CSc1ccc(-c2cccnc2)nn1)Nc1ccc(F)cc1 was read as KCNQ2 block inactive and Kir21 inh 1.
For Cn1cnc2cc(OC(=O)c3ccccc3)ccc21 the results were KCNQ2 block inactive and Kir21 inh -2.3.
COc1ccc(NC(=S)N(C)CC2COc3ccccc3O2)cc1 (stereo unspecified) was read as KCNQ2 block inactive and Kir21 inh -1.5.
For Cn1c(NCCN2CCCCC2)cc(=O)n(C)c1=O the results were KCNQ2 block inactive and Kir21 inh -1.8.
`CC(=O)c1ccc(NC(=S)Nc2cccc(Cl)c2C)cc1` gave KCNQ2 block inactive and Kir21 inh -1.2.
For Cc1c(NC(=O)C(C)OC(=O)c2ccc(NC(=O)CC#N)cc2)c(=O)n(-c2ccccc2)n1C (stereo unspecified) the results were KCNQ2 block inactive and Kir21 inh -0.07.
COc1cc(CN2CCCCCC2)cc(OC)c1 was read as KCNQ2 block inactive and Kir21 inh -0.1.
`Cc1ccnc(NC(=O)c2ccc3[nH]c(=O)c(=O)[nH]c3c2)c1` gave KCNQ2 block inactive and Kir21 inh 3.4.
For CCOC(=O)CSc1nnc(Cn2c(=O)sc3ccccc32)n1C the results were KCNQ2 block inactive and Kir21 inh -0.97.
Screening CN(C)c1nc(N(C)C)nc(N2CCCCC2)n1 returned KCNQ2 block inactive and Kir21 inh 0.01.
For COc1cccc(CNCC(O)(c2ccc(Cl)cc2)c2ccc(Cl)cc2)c1 the results were KCNQ2 block inactive and Kir21 inh -0.38.
`O=c1c2ccccc2nc(-c2ccco2)n1CCc1ccc(O)cc1` gave KCNQ2 block inactive and Kir21 inh 1.1.
For CCOc1ccccc1/C=N/NC(=O)CNC(=O)c1ccc(S(=O)(=O)N2CCOCC2)cc1 the results were KCNQ2 block inactive and Kir21 inh 0.44.
Screening O=C1C2C(C(=O)N1CC1CCCO1)C1C=CC2C12CC2 (stereo unspecified) returned KCNQ2 block inactive and Kir21 inh 0.05.
Nc1c(C(=O)NCC2CCCO2)c2nc3ccccc3nc2n1-c1ccccc1 (stereo unspecified) was read as KCNQ2 block inactive and Kir21 inh 0.22.
For COCCNC(=O)COC(=O)c1ccc(S(=O)(=O)N2CCOCC2)cc1 the results were KCNQ2 block inactive and Kir21 inh -0.02.
For Cc1ccc(OCC(=O)Nc2ccc(N3CCN(S(C)(=O)=O)CC3)cc2)cc1C the results were KCNQ2 block inactive and Kir21 inh 0.18.
CCCN(Cc1cc2ccccc2[nH]c1=O)C(=O)c1cccc([N+](=O)[O-])c1 was read as KCNQ2 block inactive and Kir21 inh -0.36.
Screening Cc1cccc(OC2CCN(Cc3c(C(=O)N4CCCC4)nc4ccccn34)CC2)c1 returned KCNQ2 block inactive and Kir21 inh -0.91.
Screening NC1=NC(=O)/C(=C/c2ccc(-c3ccc(S(N)(=O)=O)cc3)o2)S1 returned KCNQ2 block inactive and Kir21 inh 0.4.
CC(C)(C)c1cc(C(=O)NCc2cc(F)cc3c2OCOC3)n(Cc2ccccc2)n1 was read as KCNQ2 block inactive and Kir21 inh -0.15.
COc1ccc(-c2nn3c(C4CCCCC4)nnc3s2)cc1OC was read as KCNQ2 block inactive and Kir21 inh 1.1.
Screening CCOc1ccc(C(=O)Nc2ccc3c(c2)OCCO3)cc1[N+](=O)[O-] returned KCNQ2 block inactive and Kir21 inh 0.08.
For Oc1c(CN2CCOCC2)cc(-c2ccccc2)cc1CN1CCOCC1 the results were KCNQ2 block inactive and Kir21 inh -0.63.
`Cc1ccc(-n2nc3c(c2NC(=O)c2ccc4c(c2)OCO4)CS(=O)(=O)C3)c(C)c1` gave KCNQ2 block inactive and Kir21 inh -0.94.
Screening COc1ccc(Cl)cc1NS(=O)(=O)c1cc(Cl)ccc1OC returned KCNQ2 block inactive and Kir21 inh 0.49.
Screening CCCn1c(N2CCN(CC(=O)NCc3cccs3)CC2)nc2ccccc21 returned KCNQ2 block inactive and Kir21 inh -0.21.
COc1ccccc1CNS(=O)(=O)c1ccc2c(c1)N(C(C)=O)CC(C)S2 (stereo unspecified) was read as KCNQ2 block inactive and Kir21 inh -1.5.
COc1ccc(S(=O)(=O)NCc2cn3c(C)csc3n2)cc1F was read as KCNQ2 block inactive and Kir21 inh -1.8.
`CC(=O)c1cccc(NC(=S)N2CCN(S(=O)(=O)c3ccc(F)cc3)CC2)c1` gave KCNQ2 block inactive and Kir21 inh -0.11.
COc1ccc(N(C(=O)CS(=O)CC(=O)Nc2ccc(F)cc2)C(C(=O)NC2CCCCC2)c2cccs2)cc1 (stereo unspecified) was read as KCNQ2 block inactive and Kir21 inh -0.33.
For COc1ccccc1NC(=O)C(C)NS(=O)(=O)c1ccc(F)cc1 (stereo unspecified) the results were KCNQ2 block inactive and Kir21 inh 0.64.
CC(C)[C@H](NC(N)=O)C(=O)Nc1ccc(F)c(Cl)c1 was read as KCNQ2 block inactive and Kir21 inh 2.3.
Screening CC12CCC(=O)N1C(C(=O)Nc1ccc(F)cc1)CS2 (stereo unspecified) returned KCNQ2 block inactive and Kir21 inh 0.14.
`COC(=O)c1c(NC(=O)c2ccccc2C(=O)O)sc2c1CCC2` gave KCNQ2 block inactive and Kir21 inh -0.1.
For N=C1C2=C3Sc4ccccc4N3CCCC2=NN1c1cccc(S(=O)(=O)O)c1 the results were KCNQ2 block inactive and Kir21 inh -0.35.
`CC(=O)Nc1cccc(NC(=O)CSc2nc3ccccc3o2)c1` gave KCNQ2 block inactive and Kir21 inh 0.67.

Among those listed so far, these have a furan ring, fused or not:
`O=c1c2ccccc2nc(-c2ccco2)n1CCc1ccc(O)cc1` gave KCNQ2 block inactive and Kir21 inh 1.1.
Screening NC1=NC(=O)/C(=C/c2ccc(-c3ccc(S(N)(=O)=O)cc3)o2)S1 returned KCNQ2 block inactive and Kir21 inh 0.4.

The results go on.
CC1(C)CC(=O)C2=C(C1)NC(=O)CC2c1cc(F)ccc1F (stereo unspecified) was read as KCNQ2 block inactive and Kir21 inh 0.57.
`Cc1ccc(S(=O)(=O)N2CCC(C(=O)OCC(=O)N(CC(C)C)C3CCS(=O)(=O)C3)CC2)cc1C` (stereo unspecified) gave KCNQ2 block inactive and Kir21 inh -0.95.
For CCN1CCN(C(=O)/C=C/c2ccc(C(C)C)cc2)CC1 the results were KCNQ2 block inactive and Kir21 inh 0.11.
Screening COc1ccc(C(CCN)Cc2ccccc2)cc1 (stereo unspecified) returned KCNQ2 block inactive and Kir21 inh -3.
Screening COc1ccc(Cc2c(N)nc(N)nc2N)cc1 returned KCNQ2 block inactive and Kir21 inh -0.04.
`CCn1c(O)c(N=NC(=O)c2cccnc2)c2cc(Br)ccc21` gave KCNQ2 block inactive and Kir21 inh 1.5.
For CC1CCCCC1NC(=O)CSc1nc2ccccc2[nH]1 (stereo unspecified) the results were KCNQ2 block inactive and Kir21 inh -2.4.
`Cc1cc(F)ccc1S(=O)(=O)Nc1ncnc2sc3c(c12)CCC3` gave KCNQ2 block inactive and Kir21 inh -1.6.
For COc1ccc(S(=O)(=O)Nc2cc(C)ccn2)cc1 the results were KCNQ2 block inactive and Kir21 inh 1.2.
`Cc1oc2cc3oc(=O)c(CCC(=O)NCc4ccccn4)c(C)c3cc2c1C` gave KCNQ2 block inactive and Kir21 inh -0.99.

The closing 5 records of the section before lead into the next.
`CCn1c(O)c(N=NC(=O)c2cccnc2)c2cc(Br)ccc21` gave KCNQ2 block inactive and Kir21 inh 1.5.
For CC1CCCCC1NC(=O)CSc1nc2ccccc2[nH]1 (stereo unspecified) the results were KCNQ2 block inactive and Kir21 inh -2.4.
`Cc1cc(F)ccc1S(=O)(=O)Nc1ncnc2sc3c(c12)CCC3` gave KCNQ2 block inactive and Kir21 inh -1.6.
For COc1ccc(S(=O)(=O)Nc2cc(C)ccn2)cc1 the results were KCNQ2 block inactive and Kir21 inh 1.2.
`Cc1oc2cc3oc(=O)c(CCC(=O)NCc4ccccn4)c(C)c3cc2c1C` gave KCNQ2 block inactive and Kir21 inh -0.99.
O=P(O)(O)c1ccccc1OCCOCCOCCOCCOc1ccccc1P(=O)(O)O was read as KCNQ2 block inactive and Kir21 inh -0.01.
Screening Cc1ccc(C)c(S(=O)(=O)N2CCCC2CNC(=O)C(=O)NCCc2ccco2)c1 (stereo unspecified) returned KCNQ2 block inactive and Kir21 inh 0.91.
For Cc1nnsc1C(=O)N1CCCC(C(=O)c2ccc(C(F)(F)F)cc2)C1 (stereo unspecified) the results were KCNQ2 block inactive and Kir21 inh -0.59.
Screening Cc1cccc(Cc2c(C)nc3nc(SCC(=O)O)nn3c2C)c1 returned KCNQ2 block inactive and Kir21 inh -1.6.
`O=C(Cc1ccsc1)Nc1ccc(Cl)cc1Cl` gave KCNQ2 block inactive and Kir21 inh -2.1.
For COc1ccc2[nH]c(=O)c(CN(CC3CCCO3)C(=S)Nc3ccc(C)cc3)cc2c1 (stereo unspecified) the results were KCNQ2 block inactive and Kir21 inh -0.17.
Screening CCOC(=O)c1sc(NC(=O)Nc2ccccc2F)nc1C returned KCNQ2 block inactive and Kir21 inh 1.1.
`Cc1ccc2c(c1)cc(C(=O)NCc1ccccc1)n2C` gave KCNQ2 block inactive and Kir21 inh -0.48.
Screening CCc1ccc(C2(O)CC(C(F)(F)F)=NN2C(=O)Cc2ccc([N+](=O)[O-])cc2)cc1 (stereo unspecified) returned KCNQ2 block inactive and Kir21 inh -1.5.
`CCCCNC(=O)/C(C#N)=C/c1ccc(C(=O)OC)cc1` gave KCNQ2 block inactive and Kir21 inh -1.4.
S=C(Nc1ccc(Cl)cc1Cl)NC1CCN(Cc2ccccc2)CC1 was read as KCNQ2 block inactive and Kir21 inh -0.24.
Screening COc1ccc(-c2ccccc2)cc1NC(=O)c1cccs1 returned KCNQ2 block inactive and Kir21 inh -0.02.
C=CCn1c(P(=O)(O)c2ccccc2)nc2ccccc21 was read as KCNQ2 block inactive and Kir21 inh 0.07.
`O=C(NCc1cccs1)c1nn2cccnc2c1Cl` gave KCNQ2 block inactive and Kir21 inh 0.46.
Screening Cc1ccc(C(=O)c2nccn2C)cc1C returned KCNQ2 block inactive and Kir21 inh 0.69.
For CNC(=S)N/N=C/c1cn(CCOc2cccc(OC)c2)c2ccccc12 the results were KCNQ2 block inactive and Kir21 inh 0.52.
O=C(c1ccc(Cl)c(S(=O)(=O)N2CCOCC2)c1)N(Cc1nnc(-c2ccccc2Cl)o1)C1CC1 was read as KCNQ2 block inactive and Kir21 inh 0.5.
Screening O=S(=O)(NCCOc1ccccc1)c1ccc2ccccc2c1 returned KCNQ2 block inactive and Kir21 inh 0.18.
Screening CC(=O)N1CCC(N(CCN2CCOCC2)C(=S)Nc2cccc(C)c2)CC1 returned KCNQ2 block inactive and Kir21 inh 0.54.
Screening CN1C(=O)/C(=C\c2ccc(N(C)C)cc2)OC1=S returned KCNQ2 block inactive and Kir21 inh -0.96.

At a glance, part of the list above.
For COc1ccc(S(=O)(=O)Nc2cc(C)ccn2)cc1 the results were KCNQ2 block inactive and Kir21 inh 1.2.
`Cc1oc2cc3oc(=O)c(CCC(=O)NCc4ccccn4)c(C)c3cc2c1C` gave KCNQ2 block inactive and Kir21 inh -0.99.

Remaining list, next part.
For CCc1ccc(-c2cc3c(=O)n(CC(=O)N4CCCCCC4)nc(C)n3n2)cc1 the results were KCNQ2 block inactive and Kir21 inh 0.11.
COc1cc(-c2nc(-c3ccccn3)no2)cc(OC)c1OC was read as KCNQ2 block inactive and Kir21 inh -0.32.
For Cc1ccc(S(=O)(=O)Oc2ccccc2N2C(=O)C3CC=CCC3C2=O)cc1 (stereo unspecified) the results were KCNQ2 block inactive and Kir21 inh -1.7.
Screening Cc1ccc(S(=O)(=O)n2cnc3cc([N+](=O)[O-])ccc32)c(C)c1C returned KCNQ2 block inactive and Kir21 inh 0.11.
Screening CCOc1ccc(N2CC(C(=O)N3CCCCCC3)CC2=O)cc1 (stereo unspecified) returned KCNQ2 block inactive and Kir21 inh -1.2.
c1ccc2[nH]c(SCc3cscn3)nc2c1 was read as KCNQ2 block inactive and Kir21 inh 0.36.

Screening results (PubChem BioAssay)
